# ATG4B inh – inhibitors of human ATG4B cysteine protease | Q9Y4P1 | ATG4B cleavage of LC3-PLA2, NBD-HPC fluorescence, 1 h | inhibition, % at 8.33 µM | 340,000 compounds, 0.51% hits | AID 504462; in the data active = inhibition above about 40%
# Target sequence (Q9Y4P1 whole entry, looked up): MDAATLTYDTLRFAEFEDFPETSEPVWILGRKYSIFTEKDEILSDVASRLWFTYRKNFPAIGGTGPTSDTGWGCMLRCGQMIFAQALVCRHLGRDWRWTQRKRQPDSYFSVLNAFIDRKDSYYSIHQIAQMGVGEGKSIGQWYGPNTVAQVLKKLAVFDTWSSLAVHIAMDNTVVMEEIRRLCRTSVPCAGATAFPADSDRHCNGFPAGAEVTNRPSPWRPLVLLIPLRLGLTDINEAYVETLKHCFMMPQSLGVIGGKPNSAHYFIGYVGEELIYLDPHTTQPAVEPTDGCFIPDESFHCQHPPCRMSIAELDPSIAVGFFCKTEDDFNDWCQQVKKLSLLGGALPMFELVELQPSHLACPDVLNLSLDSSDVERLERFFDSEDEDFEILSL
# hIAP inh – blocks human intestinal alkaline phosphatase | purified IAP, CDP-Star luminescence, 30 min | P09923 | AID 2544 | 330,000 compounds, 0.12% hits | inhibition, % at 10 µM;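 active = inhibition reaching a set limit with compound at 10 µM in the primary screen, cut at about 35% in these data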;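 note: plate controls were DMSO wells with enzyme for no effect and no-enzyme buffer wells for full effect; values of inactives mirror those of a sister screen read the other way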
# Target sequence (P09923 whole entry, looked up): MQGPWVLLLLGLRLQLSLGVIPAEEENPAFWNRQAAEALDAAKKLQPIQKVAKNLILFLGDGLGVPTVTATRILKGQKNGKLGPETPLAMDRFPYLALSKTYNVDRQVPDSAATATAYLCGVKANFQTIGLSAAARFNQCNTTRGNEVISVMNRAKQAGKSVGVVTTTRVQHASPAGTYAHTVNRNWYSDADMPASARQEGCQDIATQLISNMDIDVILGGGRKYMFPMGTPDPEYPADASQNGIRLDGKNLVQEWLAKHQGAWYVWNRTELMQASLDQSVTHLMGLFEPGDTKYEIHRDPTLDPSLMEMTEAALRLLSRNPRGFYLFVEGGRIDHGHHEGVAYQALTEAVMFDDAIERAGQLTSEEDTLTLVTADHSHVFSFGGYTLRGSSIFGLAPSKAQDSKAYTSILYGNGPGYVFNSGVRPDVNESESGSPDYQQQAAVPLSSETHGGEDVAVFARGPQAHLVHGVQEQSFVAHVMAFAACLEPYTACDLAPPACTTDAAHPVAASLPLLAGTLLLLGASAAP
# mIAP inh – blocks mouse intestinal alkaline phosphatase; purified mouse IAP, CDP-Star luminescence, 30 min; inhibition, % at 10 µM; 330,000 compounds, 0.2% hits;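 active = inhibition of at least 40% at 10 µM in the primary screen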;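 note: plate controls were DMSO with enzyme for no effect and no enzyme wells for full effect; values of inactives mirror those of a sister screen read the other way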
# Apaf-1 inh – human Apaf-1 inhibition | O14727 | reconstituted apoptosome caspase-3 activity, DEVD-Rh110 fluorescence | inhibition, % at 20 µM | 330,000 compounds, 0.71% hits | AID 489030; active = inhibition of at least 40% at 20 µM;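 note: plate controls were DMSO wells for no effect and DEVD-CHO caspase inhibitor wells for full effect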
#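 System: reconstituted apoptosome with Apaf-1, cytochrome c, caspase-9, procaspase-3, dATP; Signal: Rh110 fluorescence intensity; Schedule: 30 min compound preincubation, 50 min activation, room temperature; Reagent: cytochrome c trigger plus (Z-DEVD)2-Rh110 caspase-3 substrate.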
# NALP3 yeast inh – inhibitors of NALP3 inflammasome in yeast; Yeast reconstituted NLRP3/ASC/caspase-1, beta-gal luminescence, 24 h; inhibition, % at 10 µM; 330,000 compounds, 0.39% hits;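 active = inhibition of 50% or more; inactive = inhibition below 50%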;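 note: plate controls were induced DMSO wells for no effect and uninduced yeast grown without galactose for full effect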
# tim10-1 inh – tim10-1 yeast growth inhibition; 330,000 compounds, 2.2% hits; inhibition, % at 20 µM; S. cerevisiae tim10-1 ts strain growth, BacTiter-Glo, 24 h;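 active = inhibition of at least 40%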;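 note: mutant grown at 25 °C; 0% = DMSO wells with yeast and 100% = wells holding no yeast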
# mIAP activ – increases mouse intestinal alkaline phosphatase activity; 330,000 compounds, 0.24% hits; AID 2805; muIAP, CDP-Star luminescence, 30 min; active compounds read high; 1 = vehicle-only enzyme signal, 0 = enzyme-free wells; activation factor at 10 µM;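 active = activation factor of at least 2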; note: the source names both 10 and 20 µM as test concentration; values of inactives mirror those of a sister screen read the other way
#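 System: mouse IAP enzyme. Reagent: CDP-Star chemiluminescent phosphatase substrate. Benchmarks: DMSO wells, no-enzyme wells. Times: 30 min enzyme-substrate-compound incubation at room temperature. Detection: luminescence from enzymatic CDP-Star hydrolysis. Doses: test compounds delivered from DMSO solution.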
# hIAP activ – human IAP activation; P09923; purified human IAP, CDP-Star luminescence, 30 min; active compounds read high; 1 = vehicle-only enzyme, 0 = enzyme-free background; activation factor at 10 µM; 330,000 compounds, 0.16% hits; AID 2524;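 active = activation factor of the enzyme at least 2-fold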; note: the source names both 10 and 20 µM as test concentration; values of inactives mirror those of a sister screen read the other way
# TIM10 inh – TIM10 yeast growth inhibition. 330,000 compounds, 1.4% hits. S. cerevisiae TIM10 strain growth, BacTiter-Glo luminescence, 24 h. inhibition, % at 10 µM;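 active = inhibition of 40% or more at the single tested concentration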;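 note: wild-type TIM10 isogenic control strain grown at permissive 25 °C; 0% = DMSO yeast wells and 100% = minimal medium wells without yeast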
# * hit, by the source's call; · = no result given.
SMILES,ATG4B inh,hIAP inh,mIAP inh,Apaf-1 inh,NALP3 yeast inh,tim10-1 inh,mIAP activ,hIAP activ,TIM10 inh
Cc1ccc(S(=O)(=O)NC2=NCN(CCOC(=O)c3ccc([N+](=O)[O-])cc3)CN2)cc1,-6,10,9,-5,4,9,0.91,0.9,3
Cc1ccc(S(=O)(=O)c2nnn3c2nc(N2CCN(c4ccccn4)CC2)c2ccccc23)cc1C,-4,0,14,15,3,22,0.86,1,10
COc1cc2c(cc1OC)C(c1ccccc1)N(S(C)(=O)=O)CC2 (stereo not given),-10,2,5,-5,16,7,0.95,0.98,8
CCOc1ccccc1NC(=O)C(NCC1(N2CCCCC2)CCCCC1)c1ccccc1 (stereo not given),-6,4,-5,-5,23,18,1,0.96,7
CN(CCO)c1ccc(/C=N/Nc2nncc3ccccc23)cc1,-4,-4,3,-2,4,13,0.97,1,29
C/C(=N/NC(=O)c1ccoc1C)c1cccc(NC(=O)C2CC2)c1,-3,13,0,-3,9,16,1,0.87,14
Cc1ccc(CN2CCc3c(OCC(=O)Nc4cc(C)ccc4C)cccc3C2=O)cc1,·,-10,-23,30,11,5,1.2,1.1,1
CCn1nc(C)c(NC(=O)c2ccc(Br)o2)c1C,-8,1,2,-3,-4,-2,0.98,0.99,-15
CCOC(=O)/C=C1\NC2(CCCCC2)Cc2cc(OC)c(OC)cc21,2,14,8,5,17,3,0.93,0.86,10
CCC(C)Cn1c(S(=O)(=O)O)nc2ccccc21 (stereo not given),-9,-4,2,-2,9,3,0.98,1,2
CCn1c2ccccc2c2nnc(SCC(=O)NCCOC)nc21,1,14,5,-6,7,22,0.95,0.86,21
Cc1nc(N2CCOCC2)nc(N2CCC(C)CC2)c1[N+](=O)[O-],-4,-1,-4,18,20,-3,1,1,-8
Cc1ccccc1C(=O)O/N=C(\c1ccccc1)c1ccccn1,14,5,5,2,32,17,0.95,0.95,1
COc1ccc(CNc2nnnn2C)c(OC)c1,-6,14,-3,-4,8,8,1,0.85,-5
CC(O)C(O)C(O)C(O)/C=N/NC(=O)c1ccccc1 (stereo not given),-6,2,14,-3,12,6,0.86,0.98,5
Cc1cc(NC(=O)CSc2ncnc3ccccc23)no1,-6,0,7,1,24,-10,0.93,1,-11
O=C(NCCCn1ccnc1)c1cc(-c2ccccc2)on1,-11,-2,-1,-7,2,3,1,1,-20
COc1ccc(C2=CSC3=NCCN23)cc1Cl,4,14,-3,6,22,-27,1,0.86,-3
Cc1ccc(NS(=O)(=O)c2cc(N)ccc2Cl)c(C)c1,-1,9,-9,-11,0,3,1.1,0.91,-10
CN(CC(=O)NCCc1ccc(F)cc1)Cc1cccs1,9,-1,-11,-4,-7,22,1.1,1,2
CCCCN(CCCC)CC(O)COc1ccc(Br)cc1 (stereo not given),4,1,0,6,8,-6,1,0.99,3
CSCCOC(=O)C1=C(C)NC(=O)CC1c1ccccc1Cl (stereo not given),4,-14,-11,8,15,4,1.1,1.1,4
CN(C)CCCN(C(=O)C1COc2ccccc2O1)c1nc2ccc(F)cc2s1 (stereo not given),3,5,-1,-19,7,6,1,0.95,-3
O=C(CN1C(=O)COc2ccccc21)NCCN1CCC(Cc2ccccc2)CC1,0,0,-2,1,-1,12,1,0.99,7
CC(C)(C)OC(=O)N1CCC(c2c(C(=O)O)cnn2-c2ccc(Cl)cc2)CC1,6,-3,0,2,3,17,1,1,20
CC(=O)C1=C(O)C(=O)N(Cc2ccccc2)C1c1ccco1 (stereo not given),-1,3,0,3,-9,0,1,0.97,-14
CC(C)CNS(=O)(=O)c1cc(C(=O)N2CC(C)OC(C)C2)c(Cl)cc1Cl (stereo not given),-10,-11,-13,0,-6,-14,1.1,1.1,-2
CCN(Cc1ccccc1)C(=O)CSc1nncn1C,-6,16,8,-12,-8,2,0.92,0.84,-6
CC(=O)Nc1ccc(S(=O)(=O)N2CCN(S(=O)(=O)N3CCC(C)CC3)CC2)cc1,-2,-7,0,-8,5,-2,0.99,1.1,-2
Cc1cccc(C)c1NC(=O)c1cc(S(=O)(=O)N2CCOCC2)ccc1F,4,-34,-6,-3,4,33,1.1,1.3,-2

# Three compounds already listed, arranged by the number in hIAP activ, low to high:
Structure	hIAP activ
O=C(CN1C(=O)COc2ccccc21)NCCN1CCC(Cc2ccccc2)CC1	0.99
O=C(NCCCn1ccnc1)c1cc(-c2ccccc2)on1	1
CC(C)CNS(=O)(=O)c1cc(C(=O)N2CC(C)OC(C)C2)c(Cl)cc1Cl (stereo not given)	1.1

# The main list resumes with the 3 entries that preceded the break.
SMILES,ATG4B inh,hIAP inh,mIAP inh,Apaf-1 inh,NALP3 yeast inh,tim10-1 inh,mIAP activ,hIAP activ,TIM10 inh
CCN(Cc1ccccc1)C(=O)CSc1nncn1C,-6,16,8,-12,-8,2,0.92,0.84,-6
CC(=O)Nc1ccc(S(=O)(=O)N2CCN(S(=O)(=O)N3CCC(C)CC3)CC2)cc1,-2,-7,0,-8,5,-2,0.99,1.1,-2
Cc1cccc(C)c1NC(=O)c1cc(S(=O)(=O)N2CCOCC2)ccc1F,4,-34,-6,-3,4,33,1.1,1.3,-2
CN(c1ccccc1)S(=O)(=O)c1ccc(NC(=S)NC(=O)C2CC2)cc1,1,12,26,19,-4,32,0.74,0.88,41*
COC(=O)C(C(=O)OC)c1ccc(-n2cccc2)cc1,1,-1,9,-8,6,4,0.91,1,-26
CC(=O)Nc1ccc(NC(=O)C(C)OC(=O)CC2CCCC2)cc1 (stereo not given),-1,4,6,4,18,-27,0.94,0.96,-4
O=C(Nc1ccc(S(=O)(=O)Nc2nccs2)cc1)C(F)(F)F,-6,13,0,-22,4,11,1,0.87,18
COc1ccc(OC)c(NC(=O)NNC(=O)COc2ccc(-c3ccccc3)cc2)c1,-11,-55,5,10,19,1,0.95,1.6,13
CNC(=O)c1sc(-c2ccc(Cl)cc2)nc1C,1,-8,-3,13,40,24,1,1.1,12
COc1cccc(CNC(=O)CCCn2ncn3c(cc4occc43)c2=O)c1,9,-10,-4,6,-5,12,1,1.1,12
O=C(NCCCn1ccnc1)c1ccc(N2CCCCCC2)c([N+](=O)[O-])c1,-7,12,12,4,-2,15,0.88,0.88,3
CC(C)(C)OC(=O)N/N=C/c1cc(N=Nc2ccccc2)ccc1O,6,-12,30,20,18,4,0.7,1.1,10
Cn1cc(Cl)c(C(=O)N/N=C/c2ccc3c4c(cccc24)CC3)n1,-18,-21,1,23,37,8,0.99,1.2,13
O=C(CCCc1ccccc1)NC1CC1,-6,11,14,-2,-2,20,0.86,0.89,1
CC1CC(=S)Nc2ccccc2N1C(=O)Nc1ccccc1 (stereo not given),1,6,-1,-4,10,-17,1,0.94,5
CC(=O)N1c2ccc(S(=O)(=O)NCCC(=O)NCCc3ccc(C)cc3)cc2CC1C (stereo not given),1,-14,-4,-8,6,-2,1,1.1,-8
Cc1ccc(NC(=O)c2ccc3c(=O)n4c(nc3c2)CCCCC4)cc1F,-6,22,2,18,24,-31,0.98,0.78,15
Clc1nc(Nc2ccccc2)nc(Nc2ccccc2)n1,-1,9,-4,7,29,11,1,0.91,14
Cc1ccccc1OCC(=O)NCCS(=O)(=O)N1CCN(c2ccc(F)cc2)CC1,-6,-2,-5,17,20,30,1.1,1,12
COc1ccccc1NC(=O)Cc1csc(N)n1,4,3,10,-8,1,-4,0.9,0.97,2
COCCn1c(C)c(C)c(S(=O)(=O)c2ccccc2)c1N,-9,-16,-3,13,9,6,1,1.2,7
CC(=O)NCc1cn2c(C)csc2n1,-2,-2,4,-1,10,-13,0.96,1,-14
Cc1cc(C)nc(NC(=O)c2c(-c3ccccc3Cl)noc2C)c1,-1,8,8,-1,32,10,0.92,0.92,3
Cc1cc(C)c(O)c(-c2cc(C(=O)Nc3c(C)n(C)n(-c4ccccc4)c3=O)[nH]n2)c1,-13,-67,-4,4,11,-11,1,1.7,7
COc1cccc(CNS(=O)(=O)c2ccc3c(c2)N(C(C)=O)CCO3)c1,3,-22,4,-1,0,15,0.96,1.2,-11
Cc1ccc(NC(=O)c2ccc(S(=O)(=O)NCc3ccco3)cc2)cc1,-3,-6,-2,-2,6,18,1,1.1,3
COC(=O)c1ccc(NC(=O)C2C3CCC(C3)C2C(=O)O)cc1 (stereo not given),7,-28,-12,-4,4,7,1.1,1.3,3
CC(C)c1ccccc1NS(=O)(=O)N(C)C,6,-22,0,3,7,-17,1,1.2,-12
COc1cc(C(C)=O)ccc1Oc1cc(NN2CCCCC2)c([N+](=O)[O-])cc1[N+](=O)[O-],-5,-3,2,15,13,26,0.98,1,9
Cc1cccc(NC(=O)CCC(=O)NCCO)c1,-6,-3,-4,-5,6,6,1,1,-4
CCOc1ccc(S(=O)(=O)N2CCCC(C(=O)N3CCOCC3)C2)cc1 (stereo not given),-1,14,-10,14,16,10,1.1,0.86,3
COc1cccc(NC(=O)C2CCN(S(C)(=O)=O)CC2)c1,16,-17,-11,-20,7,14,1.1,1.2,-15
c1ccc2c(c1)NCC1CCCN21 (stereo not given),-5,14,5,12,33,10,0.95,0.86,8

# Arranged by count of non-hydrogen atoms (largest number first): some entries from above
SMILES,ATG4B inh,hIAP inh,mIAP inh,Apaf-1 inh,NALP3 yeast inh,tim10-1 inh,mIAP activ,hIAP activ,TIM10 inh
Cc1cc(C)nc(NC(=O)c2c(-c3ccccc3Cl)noc2C)c1,-1,8,8,-1,32,10,0.92,0.92,3
COCCn1c(C)c(C)c(S(=O)(=O)c2ccccc2)c1N,-9,-16,-3,13,9,6,1,1.2,7
c1ccc2c(c1)NCC1CCCN21 (stereo not given),-5,14,5,12,33,10,0.95,0.86,8

# The results go on:
SMILES,ATG4B inh,hIAP inh,mIAP inh,Apaf-1 inh,NALP3 yeast inh,tim10-1 inh,mIAP activ,hIAP activ,TIM10 inh
COc1ccc(OC)c(NC(=S)N2CCN(C(=O)C3CCCO3)CC2)c1 (stereo not given),5,-25,4,-10,4,2,0.95,1.3,2
Cc1cc(NC(=O)c2cc(-c3ccc(C)s3)nc3ccccc23)no1,-6,8,2,7,3,9,0.98,0.92,7
Cc1oc(C(=O)O)cc1COc1ccc2c3c(c(=O)oc2c1C)CCC3,10,-3,-7,11,1,4,1.1,1,9
COc1ccc(C2CC(=O)Oc3cc(O)ccc32)cc1 (stereo not given),-6,·,2,4,·,2,0.98,·,7
Cc1cc(NC(=O)CSc2nc(=O)cc(N)n2-c2ccc(Cl)cc2)no1,4,-7,0,-7,-2,17,1,1.1,5
CCc1ccc(S(=O)(=O)Nc2ccccn2)cc1,2,-6,6,-8,-7,-10,0.94,1.1,0
Clc1ccc2nc(C3CCN(Cc4nnnn4C4CCCCC4)CC3)[nH]c2c1,-10,2,-15,13,-11,15,1.2,0.98,3
COc1ccc2c(c1)CC1c3c(cc4c(c3-2)OCO4)CC[N+]1(C)[O-] (stereo not given),-1,-5,3,17,14,-61,0.97,1.1,8
O=C(NCC(c1ccco1)N1CCCC1)c1cccc(S(=O)(=O)N2CCOCC2)c1 (stereo not given),5,-7,8,1,2,-7,0.92,1.1,-7
O=C(O)C1Cn2c(nc3c(c2=O)C2(CCCC2)Cc2ccccc2-3)S1 (stereo not given),-2,-12,4,1,-2,9,0.96,1.1,3
CCc1ccccc1Nc1nc(N)nc(CSc2nnnn2C)n1,3,2,5,-7,12,-2,0.95,0.98,6
CCOC(=O)C1=C(COC(=O)CCS(=O)(=O)c2ccc(C)cc2)NC(=O)NC1C (stereo not given),2,-19,2,2,-3,22,0.98,1.2,5
CC1(C)C2CC=C(/C=N/NC(=O)c3ccccc3O)C1C2 (stereo not given),5,-6,10,1,27,38,0.9,1.1,25
